NCI-60 one-dose screen, 48 h, at 10 µM unless noted. Numbers give growth in % (100 = growth as untreated, 0 = no growth, -100 = all killed).
K-562 = K-562 leukemia; 7.4% of 78,000 active; AID 1794777
T-47D = T-47D breast cancer. 5% of 79,000 active
BT-549 = BT-549 breast cancer; 4.4% of 78,000 active; AID 1794793
HS 578T = HS 578T breast cancer. 4.1% of 78,000 active. AID 1794788
MDA-MB-231 = MDA-MB-231 breast cancer | 5% of 81,000 active | AID 1794789
MDA-MB-468 = MDA-MB-468 breast cancer; 8.5% of 78,000 active
SR = SR leukemia cells | 8.7% of 73,000 active
MCF7 = MCF7 breast cancer; 6.3% of 82,000 active; AID 1794796
Active calls of the source: *; . = no result given. How the source made its calls: active means growth percent below 10; inactive means the rest.

A first look, 15 compounds:
SMILES	K-562	T-47D	BT-549	HS 578T	MDA-MB-231	MDA-MB-468	SR	MCF7
COC(=O)C1CC(C(=O)OC)CC(C(=O)OC)C1 (configuration not stated)	106.4	100.1	99.4	.	116.3	94.6	93.5	95.5
COc1ccc2c(c1)CC[C@@H]1[C@@H]2CC[C@]2(C)[C@@H](O)C(=O)C[C@@H]12	94.2	105.9	102.7	100.3	109.2	108.5	84.2	128.6
N#Cc1c(N)nc(Cl)c(C#N)c1C(=O)c1ccccc1	5.8*	42.4	24.9	71.0	26.3	-6.6*	-17.6*	18.9
C/C(=C/C(=O)O)c1ccccc1	108.7	98.4	114.8	107.9	95.1	99.5	118.1	105.2
Cn1c(=O)c2[nH]c(N/N=C/c3ccccc3C(=O)O)nc2n(C)c1=O	98.5	108.5	112.4	119.5	109.7	117.6	94.9	86.4
Cc1ccc(S(=O)(=O)NCCC(C)CC(C)c2ccc3ccccc3c2)cc1 (configuration not stated)	91.3	88.4	106.6	97.5	99.3	117.5	92.2	80.1
CN(C)c1ccc(/C=C2\C=C(c3ccccc3)N(CCc3ccccc3)C2=O)cc1	90.6	82.3	71.3	19.1	84.6	98.2	23.5	60.0
C/C(=C/CC1=C(O)c2ccccc2C(=O)C1=O)CO	93.0	102.4	105.4	99.1	89.4	103.1	88.6	99.6
C#CCOc1ccc(C2=NN(CCCCCC)C3N=C(Cl)c4ncn(CCCCCC)c4N23)cc1OCC#C (configuration not stated)	73.0	76.9	94.5	91.8	93.7	96.0	83.1	79.5
CC1(C)CC(=O)C2=C(C1)O[C@H](C(=O)c1ccc(Br)cc1)[C@H]2c1cccc(Oc2ccccc2)c1	41.1	27.0	67.2	80.2	56.6	34.6	41.2	50.4
Cc1cn(-c2cc(NC(=O)c3cncc(C#Cc4cnc5ccc(OCC6(C)COC6)nn45)c3)cc(C(F)(F)F)c2)cn1	20.1	89.6	142.8	72.1	57.4	134.7	68.8	68.7
CSC(=O)NC(=O)NC(=O)c1ccc([N+](=O)[O-])cc1	121.0	95.5	104.8	136.5	99.6	104.1	107.0	102.4
CC1=CC(=O)Nc2ccccc2S1	87.8	99.6	104.5	104.6	100.4	120.6	.	88.9
Nc1nc(Nc2ccccc2)c2c(n1)-c1ccoc1CC2	92.1	74.3	108.8	107.3	103.4	105.4	100.2	84.3
CCCCCCOC(OCCCCCC)c1ccccc1	116.2	82.2	.	113.4	111.4	94.8	107.5	91.3

Main list, from the first entry:
SMILES	K-562	T-47D	BT-549	HS 578T	MDA-MB-231	MDA-MB-468	SR	MCF7
COC(=O)C1CC(C(=O)OC)CC(C(=O)OC)C1 (configuration not stated)	106.4	100.1	99.4	.	116.3	94.6	93.5	95.5
COc1ccc2c(c1)CC[C@@H]1[C@@H]2CC[C@]2(C)[C@@H](O)C(=O)C[C@@H]12	94.2	105.9	102.7	100.3	109.2	108.5	84.2	128.6
N#Cc1c(N)nc(Cl)c(C#N)c1C(=O)c1ccccc1	5.8*	42.4	24.9	71.0	26.3	-6.6*	-17.6*	18.9
C/C(=C/C(=O)O)c1ccccc1	108.7	98.4	114.8	107.9	95.1	99.5	118.1	105.2
Cn1c(=O)c2[nH]c(N/N=C/c3ccccc3C(=O)O)nc2n(C)c1=O	98.5	108.5	112.4	119.5	109.7	117.6	94.9	86.4
Cc1ccc(S(=O)(=O)NCCC(C)CC(C)c2ccc3ccccc3c2)cc1 (configuration not stated)	91.3	88.4	106.6	97.5	99.3	117.5	92.2	80.1
CN(C)c1ccc(/C=C2\C=C(c3ccccc3)N(CCc3ccccc3)C2=O)cc1	90.6	82.3	71.3	19.1	84.6	98.2	23.5	60.0
C/C(=C/CC1=C(O)c2ccccc2C(=O)C1=O)CO	93.0	102.4	105.4	99.1	89.4	103.1	88.6	99.6
C#CCOc1ccc(C2=NN(CCCCCC)C3N=C(Cl)c4ncn(CCCCCC)c4N23)cc1OCC#C (configuration not stated)	73.0	76.9	94.5	91.8	93.7	96.0	83.1	79.5
CC1(C)CC(=O)C2=C(C1)O[C@H](C(=O)c1ccc(Br)cc1)[C@H]2c1cccc(Oc2ccccc2)c1	41.1	27.0	67.2	80.2	56.6	34.6	41.2	50.4
Cc1cn(-c2cc(NC(=O)c3cncc(C#Cc4cnc5ccc(OCC6(C)COC6)nn45)c3)cc(C(F)(F)F)c2)cn1	20.1	89.6	142.8	72.1	57.4	134.7	68.8	68.7
CSC(=O)NC(=O)NC(=O)c1ccc([N+](=O)[O-])cc1	121.0	95.5	104.8	136.5	99.6	104.1	107.0	102.4
CC1=CC(=O)Nc2ccccc2S1	87.8	99.6	104.5	104.6	100.4	120.6	.	88.9
Nc1nc(Nc2ccccc2)c2c(n1)-c1ccoc1CC2	92.1	74.3	108.8	107.3	103.4	105.4	100.2	84.3
CCCCCCOC(OCCCCCC)c1ccccc1	116.2	82.2	.	113.4	111.4	94.8	107.5	91.3
CCCCC(NC(=O)CCN1C(=O)/C(=C/C(C)=C/c2ccccc2)SC1=S)C(=O)O (configuration not stated)	91.0	102.4	92.0	106.9	106.6	120.4	77.5	92.8
CS(=O)(=O)c1ccccc1C=O	106.9	93.4	.	98.3	97.6	112.2	104.0	103.3
NC(=O)c1cccc(-n2ccc3cc(NC(=O)c4cccc(C(F)(F)F)c4)ccc32)n1	57.5	41.0	76.7	63.0	92.1	81.1	73.8	75.5
O=c1c2c3c(sc2n2c(=S)[nH]nc2n1Cc1ccccc1)CCCC3	85.7	94.1	97.9	100.6	105.4	.	92.5	25.9
COc1ccc(/C(C)=C(/C#N)c2nnc(NC(=O)c3ccc(-n4c(=O)[nH]c5ccccc5c4=O)cc3)s2)cc1	97.6	95.9	112.6	97.9	99.1	90.9	85.3	95.5
CCOC1=C(Cl)C(=O)C(OCC)=C(Cl)C1=O	82.5	93.5	114.0	.	102.6	102.5	87.7	99.5
Cc1ccc(C(=Nc2ccccc2)N=P(c2ccccc2)(c2ccccc2)c2ccccc2)cc1	15.6	-33.4*	-26.9*	-45.8*	-41.0*	-83.0*	.	-39.7*
O=C(c1ccccc1)C1CCNCC1	114.1	102.7	113.0	115.5	113.1	108.1	125.0	102.9
Clc1ccc2nn3c4ccccc4c(OCCN4CCOCC4)nc3c2c1	88.2	87.7	97.8	97.5	81.4	.	88.1	83.4
O=c1[nH]c(CSc2nc3sc4c(c3c(=O)[nH]2)CCCC4)nc2ccccc12	71.5	108.8	114.6	112.5	105.0	.	101.0	98.0

(list continues)
SMILES	K-562	T-47D	BT-549	HS 578T	MDA-MB-231	MDA-MB-468	SR	MCF7
CS(=O)(=O)c1nccc(-c2c(-c3ccc(OCCc4ccccc4)cc3)nc3sccn23)n1	100.1	91.3	110.4	87.0	85.2	-81.5*	88.5	66.1
CC[C@H](C)[C@H]1NC(=O)[C@@H](N[C@](C)(O)[C@@H](N)CC(C)C)[C@@H](C)OC(=O)[C@H](Cc2ccc(OC)cc2)N(C)C(=O)[C@@H]2CCCN2C(=O)[C@H](CC(C)C)NC(=O)[C@@H](C)C(=O)[C@H](C(C)C)OC(=O)C[C@@H]1O	2.2*	-15.4*	-45.9*	-5.0*	-15.8*	-31.2*	.	2.8*
COc1cc(NC(=O)SC2=NCCS2)cc(OC)c1	93.6	87.2	95.4	99.7	109.6	93.3	93.9	94.1
COC(=O)c1ccc(Cl)c(NN)c1	81.3	.	102.7	96.6	89.4	102.2	64.8	100.5
Cc1nn(C(=O)c2cccnc2)c2c1nnc1ncccc12	118.6	98.5	100.3	92.4	101.8	113.6	118.4	107.4
Fc1ccc(N2N=NC3CCc4ccccc4C32)cc1 (configuration not stated)	48.2	67.8	91.7	84.1	71.9	38.6	85.5	91.1
Cc1ccccc1NC(=O)Cc1csc2[n+]1C(=O)/C(=C\c1ccc3c(c1)OCO3)S2	101.2	86.7	99.6	94.1	99.6	103.4	80.9	98.9
CC(=O)c1ccc(Nc2nc(NCCO)nc(Nc3ccc(Cl)cc3)n2)cc1	78.0	79.9	97.3	87.2	82.5	65.7	64.7	69.1
NC(=O)/C=C/c1ccco1	102.1	95.4	99.1	125.4	116.8	116.7	98.0	98.8
Cc1ccc(S(=O)ONc2cccc(NOS(=O)c3ccc(C)cc3)c2)cc1 (configuration not stated)	86.5	94.8	107.7	92.2	105.4	85.7	98.0	95.0
CC1=CC(=O)CC(C(C)C)C1 (configuration not stated)	93.6	110.2	.	93.6	116.2	98.2	95.6	78.2
C/C=C1\OC(n2cnc3c(N)ncnc32)C(O)C1O (configuration not stated)	91.2	98.9	92.0	103.0	108.1	113.7	97.3	101.6
CC(C)(C)OC(=O)N1Cc2cc3ccccc3nc2C1	107.9	94.2	107.4	105.4	90.1	96.5	100.4	88.0
NNC(=O)CSc1ncnc2c1c(-c1ccccc1)cn2-c1ccc(Cl)cc1	94.2	75.8	99.7	110.7	99.1	91.6	91.4	101.6
CCOC(=O)C(C#N)=C(C(C)CC)C(C)CC (configuration not stated)	92.8	.	94.6	102.8	105.3	106.0	88.5	93.9
c1ccc(-c2ccc(-c3ccccc3)o2)cc1	95.0	92.5	105.6	117.4	115.0	99.9	89.0	100.1
C#CCCN(Cc1ccccc1OC)Cc1ccccc1S(=O)(=O)c1ccccc1	49.6	65.4	94.6	90.7	72.7	83.4	82.6	75.6
Brc1ccc2[nH]c3ccc(Br)cc3c2c1	78.7	87.5	94.2	.	85.5	97.5	72.0	79.4
COC(=O)[C@]12CC[C@@H](C)[C@H](C)[C@H]1[C@H]1C(=O)C[C@@H]3[C@@]4(C)CCC(=O)C(C)(C)[C@@H]4CC[C@@]3(C)[C@]1(C)CC2	.	53.5	69.0	90.3	78.0	61.7	43.0	63.5
Cn1nc(C(C)(C)C)c(C#N)c1Nc1ccccc1	81.7	83.1	93.7	120.2	105.3	92.8	.	112.5
COc1cc(/C=C/C(=O)NCC(=O)NN)cc(OC)c1OC	98.9	93.8	.	100.0	105.2	97.5	103.6	102.8
CSc1nc(SCc2ccc(Cl)cc2)ncc1C	88.1	83.5	86.8	106.3	99.6	120.1	88.7	95.7
CC(C)(N)CCl	102.8	89.1	103.8	98.6	113.3	90.3	109.3	95.2
c1ccc(-c2c(-c3ccccc3)[n+](Cc3ccc4ccccc4c3)c(-c3ccccc3)n2Cc2ccc3ccccc3c2)cc1	-30.9*	-60.9*	-87.1*	-50.4*	-85.6*	-76.4*	-41.1*	-72.9*
CCn1c2c(=O)c(=Nc3ccc(OC)cc3)sc=2sc2ssc(=O)c21	116.6	110.5	88.7	91.9	108.1	98.6	60.3	94.0

Random excerpt: 3 entries already listed.
SMILES	K-562	T-47D	BT-549	HS 578T	MDA-MB-231	MDA-MB-468	SR	MCF7
CC(=O)c1ccc(Nc2nc(NCCO)nc(Nc3ccc(Cl)cc3)n2)cc1	78.0	79.9	97.3	87.2	82.5	65.7	64.7	69.1
C/C(=C/CC1=C(O)c2ccccc2C(=O)C1=O)CO	93.0	102.4	105.4	99.1	89.4	103.1	88.6	99.6
c1ccc(-c2ccc(-c3ccccc3)o2)cc1	95.0	92.5	105.6	117.4	115.0	99.9	89.0	100.1

(further entries)
SMILES	K-562	T-47D	BT-549	HS 578T	MDA-MB-231	MDA-MB-468	SR	MCF7
CCCCn1c(=O)c(/C=C/c2cc(/C=C/c3cc4ccccc4n(CCCC)c3=O)n(-c3ccccc3)n2)cc2ccccc21	84.3	75.1	90.0	84.9	106.5	103.5	92.6	111.1
COc1ccc(Cn2c(C)nc3c([N+](=O)[O-])cccc32)cc1	56.1	56.5	69.8	89.8	83.4	36.1	46.4	77.4
Nc1nc(Nc2cccc(Cl)c2)cc(=O)[nH]1	107.9	97.6	98.1	100.8	104.9	95.0	104.4	95.5
CC(=O)C1(C)C(=O)N(c2ccc(C)cc2)C(=O)N1c1ccc(C)cc1 (configuration not stated)	103.0	106.3	97.5	92.4	108.1	.	.	105.7
COc1ccc(C(=O)Cn2cc(CN3CCN(c4cc5c(cc4F)c(=O)c(C(=O)O)cn5C4CC4)CC3)nn2)cc1	100.3	102.8	98.9	103.2	95.9	94.6	104.4	98.1
COc1ccc2cc(C(=O)c3coc4ccc(O)cc34)ccc2c1	81.6	84.2	94.2	112.0	95.0	125.8	78.9	37.5
COc1ccc(-c2coc3cc(OC(C)=O)ccc3c2=S)cc1	85.7	96.0	101.6	88.6	108.0	117.1	85.0	104.0
Oc1ccc(N=Nc2ccccc2)c2ccccc12	56.2	94.5	91.1	90.4	75.3	73.3	44.1	96.7
O=C1NC(c2ccc(O)cc2)=CC(c2c[nH]c3ccccc23)N1 (configuration not stated)	73.5	64.9	97.1	88.6	65.8	87.7	.	56.7
COc1ccc(Nc2ncc(C(N)=O)c(NCCCNC(=O)C3CCC3)n2)cc1	39.5	102.2	24.5	71.5	26.5	33.1	65.1	64.0
O=c1cc(COc2ccc(OCc3ccccc3)cc2)c2cc(Cl)ccc2o1	98.5	85.0	96.4	92.3	89.8	99.1	86.0	88.4
COc1cccc(NC(=O)Nc2ccc(Nc3nc(C)nc4[nH]c(C)c(C)c34)cc2)c1	95.9	83.8	85.0	96.1	90.0	112.3	90.3	85.7
CN(C)CCCNC(=O)/C=C\C(=O)O	95.2	85.4	105.1	111.2	116.0	.	105.9	103.4
COc1ccc(C2CC(c3ccccc3)=NN2C(=O)c2ccc(S(N)(=O)=O)cc2)cc1 (configuration not stated)	81.5	83.6	118.8	97.5	91.0	99.8	97.8	87.9
CCn1c(Sc2nnc(NC(=O)CSC(=S)N3CCCC3)s2)nc2c1c(=O)n(C)c(=O)n2C	85.3	84.7	91.3	91.1	97.9	100.0	86.9	94.6
Cn1c(=O)c2c(nc(NC3=NS(=O)(=O)c4ccccc43)n2Cc2ccc(F)cc2)n(C)c1=O	94.6	104.4	107.0	98.4	105.1	101.5	103.5	91.5
N#CC(c1ccccc1)[N+](=O)[O-] (configuration not stated)	96.9	115.2	70.9	96.0	97.6	112.5	106.1	96.9
Cc1ccc(C(=O)/C(=C/c2ccc([N+](=O)[O-])cc2)S(=O)Cc2ccccc2)cc1 (configuration not stated)	4.7*	-38.3*	45.8	-2.6*	-2.1*	-54.1*	0.1*	1.8*
CS(=O)(=O)c1nccc2ccccc12	103.7	98.1	99.1	103.8	94.8	95.4	56.4	93.9

Bioassay records: PubChem, NCI

No enrichment for hits. Share with any hit: about 14%.
